Pol iota inh = DNA polymerase iota (human) inhibition; Q9UNA4; Pol iota fluorescent replication assay, 10 min; Potency, µM (doses to about 115 µM), without a hit: top-dose activity, negative = inhibition, hits mostly inhibitors; actives 1% (n = 390,000); AID 588590; further: potency means the concentration at half of the fitted maximal effect
Target sequence (Q9UNA4 whole entry, looked up): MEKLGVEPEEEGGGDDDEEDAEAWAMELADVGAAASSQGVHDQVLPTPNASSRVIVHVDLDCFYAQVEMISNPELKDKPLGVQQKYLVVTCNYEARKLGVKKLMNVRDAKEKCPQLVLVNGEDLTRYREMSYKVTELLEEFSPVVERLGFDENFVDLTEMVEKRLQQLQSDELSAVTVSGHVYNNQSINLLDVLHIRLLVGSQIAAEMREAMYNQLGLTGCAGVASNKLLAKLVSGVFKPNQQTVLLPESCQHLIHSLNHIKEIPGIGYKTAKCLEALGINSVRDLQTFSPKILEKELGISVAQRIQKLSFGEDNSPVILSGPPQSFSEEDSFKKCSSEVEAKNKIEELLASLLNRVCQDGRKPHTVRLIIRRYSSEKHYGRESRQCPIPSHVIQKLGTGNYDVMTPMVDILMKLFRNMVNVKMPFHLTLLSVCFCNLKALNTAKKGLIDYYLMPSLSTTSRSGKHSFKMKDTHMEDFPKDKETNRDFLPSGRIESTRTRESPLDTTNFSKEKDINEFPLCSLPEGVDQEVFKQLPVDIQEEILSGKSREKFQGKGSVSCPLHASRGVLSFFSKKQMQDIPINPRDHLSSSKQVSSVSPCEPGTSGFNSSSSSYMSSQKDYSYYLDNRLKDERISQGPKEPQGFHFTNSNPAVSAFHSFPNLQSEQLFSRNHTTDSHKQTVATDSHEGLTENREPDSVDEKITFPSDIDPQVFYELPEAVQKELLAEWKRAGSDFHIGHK
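Pol iota at 10 nM preincubated 15 min with compounds at room temperature; reaction started with fluorescent substrate, 50 nM final. Fluorescence read kinetically at 0 and 10 min; buffer-only wells as negative control.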
RXFP1 antagonist = antagonists of human relaxin receptor RXFP1; Q9HBX9; HEK293-RXFP1, relaxin-stimulated cAMP HTRF, 30 min; stronger effect = lower value; activity change, negative = inhibition, % at 57.5 µM; actives 0.59% (n = 350,000);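 active means activity change of -60% or lower, but not beyond a set lower limit; inconclusive means change between -60% and -40%, or beyond the set limit; inactive means change above -40%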; further: on the % scale 0 is the no-effect control and ±100 the full control effect
Apoferritin bind = candidate novel general anesthetic via apoferritin binding; P02791; apoferritin/1-aminoanthracene competitive binding, fluorescence; Potency, µM (titrated, usually from 77.5 µM), inactives show at the highest dose activity change, negative = displacement, actives largely listed as inhibitors; actives 0.074% (n = 350,000); AID 485281; further: potency means the concentration at half of the fitted maximal effect; on the % scale 0 is the no-effect control and ±100 the full control effect; nearly all actives have a fitted effect of over 20% in size
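Apoferritin-based anesthetic binding model; compound displacement of fluorescent 1-AMA measured as endpoint fluorescence after 10 minutes at room temperature, scaled to free-ligand and complex controls.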
POLK inh = blocks human DNA polymerase kappa activity; purified Pol kappa, fluorescent DNA synthesis assay, 10 min; Potency, µM (series often up to 107 µM), without a hit: top-dose activity, negative = inhibition, actives largely listed as inhibitors; actives 0.53% (n = 400,000); further: potency means the concentration at half of the fitted maximal effect; on the % scale 0 is the no-effect control and ±100 the full control effect
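10 nM Pol kappa preincubated 15 min at room temperature with compounds, then reaction started with substrate at 50 nM final. Fluorescence read kinetically at 0 and 10 min; buffer-only wells served as negative control.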
PGK inhibitor = inhibitors of T. brucei phosphoglycerate kinase; actives 0.043% (n = 380,000); PGK/GAPDH coupled, Kinase-Glo luminescence, 60 min; P07378; Potency, µM (titrated, usually from 57.5 µM), for inactives: at the top dose activity change, negative = inhibition, actives largely listed as inhibitors; further: potency means the concentration at half of the fitted maximal effect; on the % scale 0 is the no-effect control and ±100 the full control effect; nearly all actives have a fitted effect of over 60% in size
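Recombinant glycosomal PGK reaction used 1,3-bisphosphoglycerate generated in-well by GAPDH (100nM final) in 100mM TEA pH 7.6, 5mM MgCl2, 0.01% Tween-20. After 60 minutes at room temperature, ATP was read by Kinase-Glo Plus luminescence end-point.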
BLM inh = inhibitors of human Bloom syndrome helicase BLM; P54132; recombinant BLM DNA unwinding, fluorescence dequenching; Potency, µM (titrated, usually from 56.1 µM), inactives show at the highest dose activity change, negative = inhibition, hits mostly inhibitors; actives 0.2% (n = 350,000); AID 2528;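 further: potency means the concentration at half of the fitted maximal effect; plate controls were vehicle for no effect and no enzyme for full effect; nearly all actives have a fitted effect of over 35% in size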
POLH inh = DNA polymerase eta (human) inhibition; recombinant Pol eta, fluorescent DNA replication assay; AID 588591; Potency, µM (series often up to 114 µM), for the others: top-dose activity change, negative = inhibition, hits mostly inhibitors; actives 1.2% (n = 390,000); further: potency means the concentration at half of the fitted maximal effect; on the % scale 0 is the no-effect control and ±100 the full control effect
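Fluorescent replication assay: 50 nM final substrate added after a 15 min room-temperature compound preincubation with 10 nM enzyme. Signal taken at 0 min and again at 10 min.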
Pol beta inh = DNA polymerase beta (human) inhibition. P06746. actives 1.3% (n = 340,000). Potency, µM (doses to about 114 µM), for the others: at the top dose activity change, negative = inhibition, most hits filed as inhibitors. Pol beta primer extension/strand displacement, fluorescence kinetic; further: potency means the concentration at half of the fitted maximal effect; on the % scale 0 is the no-effect control and ±100 the full control effect
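Preincubation: enzyme (10 nM) with compound, 15 min, RT. Reaction: substrate added to 50 nM final. Reads: 0 and 10 min. Analysis: normalized, Hill fit.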
APEX1 inh = inhibitors of human APE1 endonuclease; P27695; Potency, µM (doses to about 65.8 µM), inactives show at the highest dose activity change, negative = inhibition, hits mostly inhibitors; actives 0.35% (n = 350,000); recombinant APE1, TAMRA/BHQ-2 abasic DNA cleavage fluorescence;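 further: potency means the concentration at half of the fitted maximal effect; plate controls were vehicle for no effect and reference inhibitor for full effect; nearly all actives have a fitted effect of over 55% in size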
Target sequence (P27695 whole entry, looked up): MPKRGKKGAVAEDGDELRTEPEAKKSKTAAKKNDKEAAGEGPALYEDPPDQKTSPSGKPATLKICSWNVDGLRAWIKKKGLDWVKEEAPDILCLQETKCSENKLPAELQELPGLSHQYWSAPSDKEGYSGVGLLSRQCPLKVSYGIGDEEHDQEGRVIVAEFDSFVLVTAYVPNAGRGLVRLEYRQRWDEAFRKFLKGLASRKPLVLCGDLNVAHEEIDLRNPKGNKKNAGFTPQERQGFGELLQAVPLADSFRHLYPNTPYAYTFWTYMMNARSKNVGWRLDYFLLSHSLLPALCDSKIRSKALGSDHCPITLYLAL
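Step 1: APE1 (0.75 nM) with compound, 15 min RT. Step 2: add 50 nM fluorophore/quencher THF duplex. Step 3: three fluorescence reads 60 s apart (525/598 nm); read 3 minus read 1 = reaction progress.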
* = called active by the depositor; i = inactive; ? = inconclusive; . = not tested or not shown; & = joins results of further samples; [ ] = another dose, or the depositor's remark. Unless noted, the call rests on the fitted dose curve; in most records, active means well fitted curve in the direction sought with a large enough effect; inconclusive means small, poorly fitted or top-dose-only effect, or another doubt; inactive means no such curve, though single readings can be large; an effect the other way counts as inactive or inconclusive. An excerpt (hit frequency here may not be typical).

No.	mol	POLK inh	APEX1 inh	RXFP1 antagonist	PGK inhibitor	POLH inh	Pol beta inh	Apoferritin bind	BLM inh	Pol iota inh
1	CCOc1ccc(CCNC(=O)Cn2ccc3cc(S(=O)(=O)N4CCCCCC4)ccc32)cc1	-2%	.	-12	-1%	-21%	2%	133%[activator]	-10%	-9%
2	COc1cccc(N=Cc2nc(-c3ccccc3)oc2OC(C)=O)c1	2%	1%	-3	i	-15%	-16%	-15%	-2%	56%[activator]
3	O=S(=O)(NCCc1csc(-c2ccc(F)cc2)n1)c1ccc(Cl)cc1	-6%[60.1 µM]	.	-22	-2%	-28%	6%	-10%	-15%	-9%
4	CCCN(CC(=O)Nc1ccc(F)c(F)c1F)Cc1cc(=O)n2ccsc2n1	-12%	-2%	5	-7%	-18%	-5%	0%	-15%	89%[activator]
5	CC1CC(C)CN(C(=O)CSc2n[nH]c(N)n2)C1 (stereo not given)	-4%	-6%	-1	-5%	-22%	.	.	.	33%[activator]
6	COC(=O)C1=NNC2(c3ccc(C)cc3)C(=O)N(c3cccc(C)c3C)C(=O)C12 (stereo not given)	-10%	6%	.	8%	-7%	9%	-8%	-8%	-1%
7	Cc1c(OCC(=O)NCCCN2CCCC2=O)ccc2c3c(c(=O)oc12)CCC3	5%	11%	-18	-3%	-4%	104%	-6%	-7%	-30%
8	Cc1cc2nnc(SCC(=O)Nc3cccc(S(=O)(=O)N4CCOCC4)c3)n2c2ccccc12	-3%	0%	2	-4%	-6%	-11%[57.1 µM]	8%	-2%	15%
9	Cc1cc2cc(CNC(=O)CCC(=O)O)ccc2n1C	-6%	26%	-9	-5%	-22%	5%	0%	-4%	17%
10	COC(=O)Cc1c(C)c2ccc(OC(=O)c3ccccc3)cc2oc1=O	-9%	-5%	-1	18%	-15%	-1%	-14%	0%	44%[activator]
11	COc1ccc(-c2cc(C(=O)NCCCN3CCOCC3)c3ccccc3n2)cc1OC	-1%	43%	-9	i	-19%	.	.	.	38%[activator]
12	Cc1cccc(NC(=O)Nc2cc(C)cc(C)n2)c1	-4%	12%	-5	.	-4%	8%	-1%	6%	8%
13	Cc1cc(C)c2cc(C(=O)Nc3ccc(C)c(F)c3)[nH]c2c1	-15%	-9%	-15	1%	-1%	-7%	-11%	-3%	13%
14	CCOC(=O)C1CCCN(C(=O)c2ccc(CS(=O)(=O)c3ccc(C)cc3)o2)C1 (stereo not given)	-41%	-14%	.	-14%	18µM*	?	-9%	-15%	32µM*
15	O=C(CN1CCN(c2ccc(F)cc2)CC1)c1ccc2c(c1)OCO2	0%	0%	-7	2%	-20%	0%	-14%	-4%	8%
16	CCOc1ccc(/C(O)=C2/C(=O)C(=O)N(c3ncccn3)C2c2ccc(C)cc2)cc1 (stereo not given)	-4%	-2%	10	-5%	2%	34%	-5%	-1%	-11%
17	Cc1[nH]c(C(=O)O)c(C#N)c1C(=O)c1ccccc1	0%	35%	2	-4%	6%	-1%	2%	-2%	2%
18	O=C(CN1CCN(c2ccccn2)CC1)Nc1cccc(C(F)(F)F)c1	-13%	-2%	0	4%	-15%	17%	-17%	-3%	0%
19	CC(C)OC(=O)CSc1nnc(-c2ccccn2)n1-c1ccccc1	6%	23%	-8	i	-14%	7%	-6%	0%	6%
20	O=C(c1cccs1)N1CCN=C1SCc1ccccc1	-5%	0%	-7	-6%	0%	-7%	-5%	-3%	3%
21	Cc1ccc(C2C=C(c3ccccc3)Nc3nc(NS(=O)(=O)c4ccccc4)nn32)cc1 (stereo not given)	2%	.	-6	5%	?	18%	574%[activator]	-7%	-2%
22	CC(=O)Nc1ccc(S(=O)(=O)N(C)CC(=O)N/N=C/c2cccs2)cc1	-4%	34%	-4	i	-3%	-18%	2%	-4%	34%[activator]
23	OCCC1CN(Cc2cccc3nccnc23)CCN1C1CCCC1 (stereo not given)	-3%	-4%	2	-9%	-16%	10%	-4%	2%	90%[activator]
24	O=C(COc1ccc(F)cc1)N(CC1=CCS(=O)(=O)C1)c1ccccc1	-5%	6%	-1	-2%	-1%	-17%	-4%	-1%	27%
25	CN(C)S(=O)(=O)c1cccc(NC(=O)CNC2CCCCC2)c1	-7%	-1%	5	-5%	-13%	0%	0%	-3%	-4%
26	O=C(NCc1cccs1)[C@@H]1CCCN1S(=O)(=O)c1ccccc1F	-23%	.	-3	3%	-16%	.	.	.	44%[activator]
27	CN=C1S/C(=C\c2c(OC)cc(OC)cc2OC)C(=O)N1C	3%	-7%	-17	-7%	-14%	10%	14%	-16%	-29%
28	COc1ccc(C(=O)NCC(=O)Nc2cccc(S(=O)(=O)N3CCCC3)c2)cc1	-4%	0%	3	i	-18%	.	.	.	24%
29	CCOC(=O)/C=C1\NC2(CCCCC2)Cc2cc(OC)c(OC)cc21	-4%[60.1 µM]	.	-29	-10%	-2%	.	.	.	3%
30	Cc1cnc(NC(=O)[C@H](C)N2C(=O)C3CCCCC3C2=O)s1 (stereo not given in full)	-8%	5%	-6	-2%	-18%	0%	-3%	-3%	40%[activator]
31	Cc1cccc(NC(=O)Cn2cnc3sc(C)c(S(=O)(=O)N4CCC(C)CC4)c3c2=O)n1	-3%	9%	-10	-9%	-8%	15%	-10%	1%	2%
32	CC(C)(C)CC(C)(C)NCC(O)COc1c(F)cc(Br)cc1F (stereo not given)	-11%	27%	?	3%	-14%	20%	-21%	-14%	1%
33	COc1cc(O)c2c(c1)C(=O)c1cc(C)cc(O)c1C2=O	?	-7%	.	.	.	.	-3%	1%	.
34	CN(C1CCCCC1)S(=O)(=O)c1ccc(SCC(=O)NC(C)(C)C)nc1	3%	3%	0	-5%	-17%	.	.	.	-19%
35	Cc1cccc(Nc2cc(C)nc3ccccc23)c1	-1%	-9%	-1	8%	-9%	20%	-11%	4%	-23%
36	Cc1c(NC(=O)CSc2nnnn2Cc2ccccc2)c(=O)n(-c2ccccc2)n1C	0%	-2%	-1	-9%	1%	21%	-7%	-2%	29%
37	Cc1nnc(-c2ccccc2)o1	-15%	6%	11	-3%	-5%	-20%	15%	-8%	44%[activator]
38	Cc1cccc(C)c1OCC(O)CN (stereo not given)	2%	-2%	-20	i	-5%	18%	-10%	0%	0%
39	COc1ccc(Nc2cc(C)c3cc([N+](=O)[O-])ccc3n2)cc1	-10%	0%	-1	-6%	-3%	-5%	-10%	-13%	-8%
40	CCN(c1ccccc1)S(=O)(=O)c1ccc(OC)c(NC(=O)CNC)c1	-15%	6%	-38	-1%	-4%	-27%	-9%	-3%	43%[activator]
41	COc1ccc(S(N)(=O)=O)cc1C(N)=O	6%[60.1 µM]	-3%	-3	i	-6%	28%	1%	-6%	22%
42	COc1ccc(NC(=O)CCSc2ccc(F)cc2)cc1	-4%	?	-2	i	-13%	1%	-13%	-5%	29%
43	O=C(NCCS(=O)(=O)N1CCN(c2ccccc2F)CC1)C(c1ccccc1)c1ccccc1	-11%[60.1 µM]	.	-6	i	-7%	0%	42%[activator]	1%	8%
44	CCOC(=O)c1c(C)n(CC(O)CN(CC)CC)c2cc(Br)c(OC)cc12 (stereo not given)	8%	-1%	-13	-1%	-7%	4%	-6%	68%[activator]	154%[activator]
45	Cc1ccccc1Nc1cc(C)c2c(O)cccc2n1	-3%	?	.	i	-25%	1%	?	3%	16%
46	Cc1ccc(C(=O)NCc2ccc(F)cc2)cc1NC(=O)c1nsc2ccccc12	-3%[60.1 µM]	.	-14	0%	-6%	-2%	-4%	0%	9%
47	CCOc1ccc(-n2nc3ccc(N)cc3n2)cc1	-10%	4%	-9	-9%	-15%	35%	545%[activator]	-10%	90%[activator]
48	OC[C@@H]1OC(O)[C@H](O)[C@H](O)[C@H]1O (stereo not given in full)	6%[60.1 µM]	0%	.	.	.	.	11%	-10%	.
49	CC(=O)c1cc(-c2ccccc2)n(CCC(=O)NC2CCCCC2)c1C	-20%[60.1 µM]	-2%	6&-6	-5%	0%&-21%	0%&33%	11%&-2%	2%&3%	5%&14%
50	CCOC(=O)c1ccccc1NC(=O)COc1cc(=O)n(CC)c2ccccc12	-2%&0%	-4%	2	9%	-5%&6%	12%&11%	-21%&-5%	0%&-6%	-18%&6%
51	N/C(CSc1ccccn1)=N\OCc1c(Cl)cccc1Cl	-14%	-7%	-18	-7%	-7%	-12%	-10%	-3%	20%
52	COc1ccc(C(=O)Nn2c(SCC(=O)NC3CCCC3)nc3ccccc3c2=O)cc1	-5%	-1%	11	1%	-13%	29%	?	-1%	20%
53	CC(C)(C)C(=O)Nc1cc2c3c(c1)CC(=O)N3CCC2	3%	11%	-9	-4%	3%	46%	0%	-6%	-10%
54	CC(C)(C)c1ccc(C(=O)Nc2nnc(Cc3c[nH]c4ccccc34)s2)cc1	-12%	0%	-20	-1%	0%	3%	-19%	1%	268%[activator]
55	COc1ccc(OC)c(NC(=O)C(=O)c2cn(CC(=O)N3CCCC3)c3ccccc23)c1	-20%	-13%	2	-1%	-9%	-1%	-5%	-7%	2%
56	O=C(Nc1ccc(-c2nc3cc(NC(=O)c4ccccc4F)ccc3o2)cc1)c1ccccc1F	-13%[60.1 µM]	.	1	6%	-6%	35%	10%	-2%	-1%
57	CCOc1ccc(S(=O)(=O)NCCC(=O)NCC(c2ccc(F)cc2)N2CCOCC2)cc1 (stereo not given)	3%	22%	0	-3%	-10%	.	.	.	22%
58	COC(=O)c1c(NC(=O)CN2C(=O)NC(CCc3ccccc3)C2=O)sc2c1CCCCC2 (stereo not given)	-9%	2%	2	2%	-22%	19%	-17%	-11%	0%
59	COc1ccc(C(=O)NNC(=O)OC(C)(C)C)cc1	2%	-2%	2	i	-20%	28%	3%	0%	9%
60	CCOC(=O)c1sc(NC(=O)c2ccco2)c(C#N)c1C	-17%	-1%	-11	i	?	25%	-12%	-8%	26%
